LmPK inh: inhibitors of Leishmania mexicana pyruvate kinase; Q27686; purified LmPK, Kinase-Glo ATP luminescence, 1 h; Potency, µM (highest dose often 57.5 µM), for inactives: top-dose activity change, negative = inhibition, most hits filed as inhibitors; 0.37% of 290,000 active; AID 1721
Target sequence (Q27686 whole entry, looked up): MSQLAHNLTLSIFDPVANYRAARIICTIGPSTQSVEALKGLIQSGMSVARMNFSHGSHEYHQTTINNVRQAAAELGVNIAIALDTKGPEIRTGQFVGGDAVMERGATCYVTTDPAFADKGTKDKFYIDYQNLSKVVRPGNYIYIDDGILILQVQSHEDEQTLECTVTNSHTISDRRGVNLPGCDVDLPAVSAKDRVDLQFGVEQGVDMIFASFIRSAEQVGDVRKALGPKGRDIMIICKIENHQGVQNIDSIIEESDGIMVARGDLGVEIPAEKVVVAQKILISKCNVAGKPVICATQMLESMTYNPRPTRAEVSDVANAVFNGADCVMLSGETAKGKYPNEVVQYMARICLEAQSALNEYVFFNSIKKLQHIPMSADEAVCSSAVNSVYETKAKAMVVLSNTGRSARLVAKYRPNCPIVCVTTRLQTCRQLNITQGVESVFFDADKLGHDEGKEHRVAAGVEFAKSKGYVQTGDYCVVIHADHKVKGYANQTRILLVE
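In 50 mM imidazole pH 7.2 with 7 mM MgCl2, LmPK (0.1 nM) turned over PEP (0.5 mM) and ADP (0.1 mM) for 1 h at room temperature. Luciferase read-out of ATP.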
HCV inh: HCV inhibition; Huh7.5.1 HCVcc-Cre infection, luciferase reporter, 44 h; 3.4% of 340,000 active; Potency, µM (highest dose often 41.8 µM), for the others: at the top dose activity change, negative = inhibition, usual class: inhibitors
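Infectious HCVcc-Cre (~0.5 moi) was added to cells just after compound, with cells seeded 4 h earlier at 1,000 per well. Luciferase activity after 44 h culture reported infection; substrate was incubated 15 min at room temperature before reading.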
Pf growth 96h: P. falciparum growth inhibition at 96 hours; AID 504834; 6.9% of 320,000 active; Potency, µM (highest dose often 28.7 µM), without a hit: top-dose activity change, negative = inhibition, most hits filed as inhibitors; P. falciparum luciferase reporter growth, 96 h
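Erythrocytes infected with luciferase-expressing P. falciparum were dispensed at 2% hematocrit and 0.05% parasitemia (final), then incubated with compounds 96 hours at 37 C in 5% CO2. Luminescence after detection reagent addition reported growth.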
Pf growth 48h: P. falciparum growth inhibition at 48 hours (one generation); P. falciparum luciferase growth in erythrocytes, 48 h; Potency, µM (highest dose often 28.7 µM), for the others: at the top dose activity change, negative = inhibition, actives largely listed as inhibitors; 5.9% of 310,000 active; AID 504832
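Here the parasites carry a stable luciferase gene and grow inside erythrocytes in Albumax-based RPMI medium with compound for one erythrocytic cycle. Activity is scored as loss of luminescent signal.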
TbPYK inhibitor: T. brucei pyruvate kinase inhibition. TbPYK enzyme, Kinase-Glo Plus ATP luminescence, 45 min. Potency, µM (series often up to 76.8 µM), for inactives: at the highest dose activity, negative = inhibition, actives largely listed as inhibitors. AID 624173. 0.12% of 410,000 active; note: nearly all actives have a fitted effect of over 50% in size
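Screened from lowest to highest concentration, compounds were pinned into TbPYK/substrate mixtures, and ADP (130 uM final) was added. Plates sat at room temperature for 45 min prior to Kinase-Glo Plus detection by luminescence.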
Sm TGR inh: blocks Schistosoma mansoni thioredoxin glutathione reductase; Q962Y6; purified TGR, DTNB reduction, TNB absorbance 405 nm; Potency, µM (highest dose often 114 µM), without a hit: at the top dose activity change, negative = inhibition, usual class: inhibitors; 3% of 360,000 active; AID 485364; note: nearly all actives have a fitted effect of over 60% in size
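Kinetic colorimetric format: TGR-catalysed, NADPH-driven DTNB reduction monitored via TNB absorbance. Enzyme dispensed at 20 nM; compound exposure 15 min at room temperature before reaction start.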
* marks the source's active call; other numbers are inactive results; ? = inconclusive; nt = no result given; & = joins results of further samples; [ ] = remark or other dose. Calls come from the whole dose curve; as a rule, active = well fitted curve in the direction sought with a large enough effect; inconclusive = small, poorly fitted or top-dose-only effect, or another doubt; inactive = no such curve, though single readings can be large; an effect the other way counts as inactive or inconclusive. % is set by controls: 0 for no effect and ±100 for the full control effect; potency is the fitted concentration of half-maximal effect. Rows are unselected. About 16% of those tested had a hit in this group.

Order of values – LmPK inh	HCV inh	Pf growth 96h	Pf growth 48h	TbPYK inhibitor	Sm TGR inh
> CN(C)CCNc1oc(-c2cccc(Cl)c2)nc1C#N
→ 4%	?	20%	nt	0%	7%
> Cc1ccc(/C=N\NC(=O)CNC(=O)C23CC4CC(CC(C4)C2)C3)o1
→ -1%	30%[activator]	20%	16%	1%	-18%
> O=C1CSC(c2nn(-c3ccccc3)cc2-c2cc3ccccc3oc2=O)N1Cc1ccco1 (stereo not given)
→ 8%	?	?	?	3%	?
> Cc1cc(C)c(NC(=O)c2ccc(CNS(=O)(=O)c3cc(C(F)(F)F)ccc3Cl)cc2)c(C)c1
→ 3%	-16%	22%	19%	1%	-10%
> CC(=O)NC(NC(=S)Nc1ccc(N=Nc2ccccc2C)cc1C)C(Cl)(Cl)Cl (stereo not given)
→ 0%	?	89%[activator]	?	-4%	1%
> CCOC(=O)N1CCC(N2C(=O)c3ccccc3C2=O)CC1
→ -6%	2%	-9%	7%	-3%	-5%
> O=C(CCSc1ccc(Cl)cc1)NC12CC3CC(CC(C3)C1)C2
→ 5%	-19%	?	nt	-17%	12%
> O=C1C(=O)N(Cc2cccnc2)C(c2cccc(O)c2)/C1=C(\O)c1ccc2c(c1)OCCO2 (stereo not given)
→ 1%	15%	30%	32%[activator]	6%	-7%
> CC(CC(=O)O)CC(=O)Nc1cc([N+](=O)[O-])ccc1O (stereo not given)
→ 7%	-1%	1%	?	5%	7%
> COC(=O)c1ccc(CSc2nnc(-c3ccncc3)n2Cc2ccccc2)o1
→ 3%	2%	0%	-5%	-1%	?

Record cards, from the list above. Values in the order: LmPK inh | HCV inh | Pf growth 96h | Pf growth 48h | TbPYK inhibitor | Sm TGR inh
COC(=O)c1ccc(CSc2nnc(-c3ccncc3)n2Cc2ccccc2)o1 is entered as 3% | 2% | 0% | -5% | -1% | ?
CC(=O)NC(NC(=S)Nc1ccc(N=Nc2ccccc2C)cc1C)C(Cl)(Cl)Cl (stereo not given) is entered as 0% | ? | 89%[activator] | ? | -4% | 1%
CCOC(=O)N1CCC(N2C(=O)c3ccccc3C2=O)CC1 is entered as -6% | 2% | -9% | 7% | -3% | -5%

(more compounds)
Order of values – LmPK inh	HCV inh	Pf growth 96h	Pf growth 48h	TbPYK inhibitor	Sm TGR inh
> N#Cc1c(NC(=O)CSc2nc3ccccc3c(=O)n2Cc2ccco2)sc2c1CCCC2
→ 0%	?	1%	11%	4%	?
> CC(Oc1ccccc1)C(=O)NC1CCCCCCC1 (stereo not given)
→ -7%	6%	35%[activator]	-4%	-2%	3%
> CC(C)(C)OC(=O)N1Cc2[nH]c3ccccc3c2C[C@@H]1C(=O)O
→ nt	20%	1%	-19%	2%	-18%
> Cc1ccc(NC(=O)CC2S/C(=N/c3nccs3)N(C)C2=O)c(C)c1 (stereo not given)
→ 2%	-12%	?	nt	0%	-23%
> CCCc1ccc2oc(C(=O)N(C)Cc3ccn[nH]3)c(C)c2c1
→ 8%	-7%	?	48%[activator]	-6%	-3%
> COc1nc(N(CC(N)=O)S(=O)(=O)c2ccccc2)nc(C)c1Cl
→ -5%	1%	-26%	-9%	-3%	-22%
> CCCn1c2ccc(C)cc2c2nnc(SCCN3CCCCC3)nc21
→ -2%	8.9µM*	9.3µM*	?	0%&-3%	-24%&-16%
> N/C(=N\OC(=O)Cc1ccc([N+](=O)[O-])cc1)c1ccc([N+](=O)[O-])cc1
→ 0%	-7%	?	-5%	-1%	?
> CC1CC2C3CCC4=CC(=O)C=CC4(C)C3(F)C(O)CC2(C)C1(O)C(=O)CO (stereo not given)
→ -5%	24%	6%	-5%	-3%	4%
> Cc1c(NC(=O)C(C)Oc2ncnc3ccccc23)c(=O)n(-c2ccccc2)n1C (stereo not given)
→ 0%	8%	18%	9%	-5%	-3%
> COc1ccc(OC)c(CNC(=O)C2CCCN(C(=O)N(C)C)C2)c1 (stereo not given)
→ -2%	16%	?	21%	0%	-23%
> Cc1cccc(OC(C)C(=O)N2CCCc3ccccc32)c1 (stereo not given)
→ 2%	2%	-20%	-7%	-5%	5%
> CN(CCCC1CCCC1)C(=O)CCc1nnc(-c2ccccc2)o1
→ -17%	-15%	18%	2%	4%	nt
> OC1=C(O)c2nc3ccccc3nc21
→ -7%	6%	?	?	-5%	7%
> Cc1onc(-c2c(Cl)cccc2Cl)c1C(=O)N1CCN(c2ccccc2)CC1
→ -4%	3%	0%	?	-1%	nt
> CC(C)COc1cccc(C(=O)Nc2ccc(CN3CCOCC3)cc2)c1
→ 4%	3.2µM*	8.3µM*	-28%[0.00184 µM]	-4%	13%
> O=C(NCc1ccc(F)cc1)C1CC(=O)N(Cc2ccco2)C1 (stereo not given)
→ 3%	10%	1%	0%	-9%	40µM*
> Cn1nnnc1SCC(=O)N1CCN(c2ccccc2)CC1
→ 2%	3%	-15%	27%	3%	-23%
> N#C/C(=C(/O)c1ccc([N+](=O)[O-])cc1)c1nnc2n1CCCCC2
→ 3%	3%	10%	32%[activator]	-22%	9%
> CCOc1ccc2oc(=O)cc(CN3CCOCC3)c2c1
→ 6%	9%	11%	4%	5%	6%
> O=C(CNC(=O)c1cccc(F)c1)N/N=C/c1cccs1
→ 7%	9%	-19%	42%[activator]	-4%	8%
> CC(CNC(=O)c1ccc(N)cc1)NC(=O)c1ccc(N)cc1 (stereo not given)
→ 4%	1%	16%	3%	1%	-1%
> CCOC(=O)C1(Cc2ccccc2)CCCN(C(=O)c2cn[nH]c2)C1 (stereo not given)
→ -1%	22%	-8%	4%	-7%	2%
> COc1cc(NC(=O)CSc2nc3cc(C)ccc3cc2C)c(C(=O)O)cc1OC
→ 2%	9%	9.3µM*	14%	-9%	-2%
> O=C(C1CCN(C2CCN(Cc3ccc4cc(F)ccc4n3)CC2)CC1)N1CCCC1
→ -7%	-27%	16%	?	1%	-17%
> O=C(CSCCO)Nc1ccc([N+](=O)[O-])cc1
→ 3%	20%	1%	6%	1%	nt
> COc1ccccc1NS(=O)(=O)c1c(C)nc2sccn2c1=O
→ 1%	11%	?	0%	0%	4%
> CCNCC(=O)Nc1c(C)cccc1C
→ nt	?	111%[activator]	?	-7%	-7%
> S=C(NCCc1ccccc1)N1CCc2ccccc2C1
→ 1%	7%	?	80%[activator]	-6%	2%
> Cc1ccc(NC(=O)CCc2nnc3ccc(NCc4ccco4)nn23)nc1
→ 2%	10%	-20%	-14%	2%	-31%
> Cc1ccc(N2CC(c3nc4ccccc4n3C)CC2=O)cc1C (stereo not given)
→ 3%	-1%	?	?	-1%	-21%
> COc1cc2c(cc1OC)C(C)N(Cc1ccc3c(c1)OCO3)CC2 (stereo not given)
→ 0%	3%	83%[activator]	58%[activator]	11%	1%
> COC(=O)c1ccc(CSc2nnc(C)n2N)o1
→ 3%	4%	51%[activator]	-15%	4%	-2%
> CCS(=O)(=O)N1CCN(C(=O)c2ccc(-c3ccccc3)cc2)CC1
→ 1%	-20%	-10%	10%	2%	7%
> O=C(CSc1ccc(-c2ccco2)nn1)c1ccccc1
→ -14%	-3%	?	56%[activator]	?	8.9µM*
> O=C(N/N=C/c1sc(N2CCOCC2)nc1-c1ccccc1)c1ccc(O)cc1
→ -4%	?	?	?	-6%	nt
> Cc1c(NC(=O)C(C)N2C(=O)c3ccccc3C2=O)c(=O)n(-c2ccccc2)n1C (stereo not given)
→ -2%	4%	16%	29%	-5%	2%
> N#CCCN(C(=O)COC(=O)c1cc(S(=O)(=O)N2CCOCC2)ccc1Cl)c1ccc(F)cc1
→ nt	-7%[8.37 µM]	2%	-3%	-1%	-1%
> COc1ccc(OCCCC(=O)NCc2ccco2)cc1
→ -4%	12%	8%	-1%	-24%	-16%
> CCn1c(SCC(=O)c2ccc(NC(C)=O)c(OC)c2)nnc1-c1ccc(NS(C)(=O)=O)cc1
→ -2%	-12%	0%	-28%	-5%	5%

Arranged by heavy-atom count (low to high): 3 of the compounds above.
Order of values – LmPK inh	HCV inh	Pf growth 96h	Pf growth 48h	TbPYK inhibitor	Sm TGR inh
> O=C(CSc1ccc(-c2ccco2)nn1)c1ccccc1
→ -14%	-3%	?	56%[activator]	?	8.9µM*
> O=C(N/N=C/c1sc(N2CCOCC2)nc1-c1ccccc1)c1ccc(O)cc1
→ -4%	?	?	?	-6%	nt
> CCn1c(SCC(=O)c2ccc(NC(C)=O)c(OC)c2)nnc1-c1ccc(NS(C)(=O)=O)cc1
→ -2%	-12%	0%	-28%	-5%	5%

Additional compounds
Order of values – LmPK inh	HCV inh	Pf growth 96h	Pf growth 48h	TbPYK inhibitor	Sm TGR inh
> COC(=O)C1CN(C(=O)COc2cc(C)c(Cl)c(C)c2)c2ccccc2O1 (stereo not given)
→ 0%	16%	?	?	-3%	18%
> O=c1[nH]c(-c2ccccc2O)nc2c1CCCC2
→ 0%	10%	5%	?	-4%	1%
> CCOc1ccc(CN2CCN(CC3=Cc4cccc(OC)c4OC3)CC2CCO)cc1 (stereo not given)
→ -4%	10µM*	?	10µM*	-2%	-11%[57.1 µM]
> CCn1c(O)c(N=NC(=O)CNC(=O)c2ccco2)c2ccccc21
→ -3%	-6%	44%[activator]	-1%	4%	1%
> COc1ccc(S(=O)(=O)N2CCCCCC2)cc1C(=O)NCCOc1ccc(C)cc1
→ nt	?	?	?	1%	4%
> C=CCOc1ccccc1OCC(O)CNC(C)C (stereo not given)
→ nt	1µM*	-9%	-10%	-12%	-3%
> CC(C)Oc1ccc(CCC(=O)N/N=C/c2ccc3c(c2)OCO3)cc1
→ 2%	-6%	0%	nt	1%	13%
> CCCCn1c(N)c(N(CCC(C)C)C(=O)COC(=O)c2ccco2)c(=O)[nH]c1=O
→ 2%	13%&7%	-12%	-2%	-5%	-7%
> CN(CC(=O)Nc1cccc(S(=O)(=O)N(C)C)c1)Cc1ccccc1
→ 0%	0%	-22%	-16%	2%	-1%
> CCC(C(=O)NCc1ccco1)n1nc(C)c2c(C)n(-c3ccc(C)cc3)nc2c1=O (stereo not given)
→ 5%	-21%	16%	-6%	-3%&-13%	-33%&-5%
> O=CN1CCN(C(C(=O)NC2CCCC2)c2ccc(Cl)cc2)CC1 (stereo not given)
→ -4%	-20%	?	?	-3%	1%
> CC(=O)c1ccc(N2CCN(C(=O)c3ccc4nc[nH]c4c3)CC2)cc1
→ 0%	2%	4%	15%	-2%	?
> COc1cccc(-c2cc(C(=O)N3CCN(S(=O)(=O)c4ccccc4)CC3)[nH]n2)c1
→ -2%	?	?	?	2%	-1%
> CC(=O)Nc1ccc(NC(=O)C(C)OC(=O)/C=C/c2cn(-c3ccccc3)nc2-c2cccnc2)cc1 (stereo not given)
→ 3%	?	-23%	-23%	-13%	-1%
> Cc1c(OC(C)C(=O)NCC(O)c2ccccc2)ccc2c3c(c(=O)oc12)CCCC3 (stereo not given)
→ 8%	25µM*	4.1µM*	8.3µM*	4%	0%
> CN(CC(=O)Nc1ccc(F)cc1)C(=O)COC(=O)/C=C/c1ccccc1[N+](=O)[O-]
→ nt	-12%	-7%	-8%	4%	-24%
> CN(C)CCSc1nc(-c2ccccc2)nc2c1CCC2
→ -4%	-7%	?	-22%	-9%	-30%
> COc1ccc(C(=O)CN2C(=O)NC3(CCCCC3)C2=O)cc1OC
→ 8%	3%	10%	-7%	4%	2%
> CCOc1ccccc1Nc1cc(C)nc2nnnn12
→ 8%	27%	?	7%	6%	4%

Compound activity: PubChem BioAssay, National Center for Advancing Translational Sciences (NCATS)
